# Compound activity from PubChem BioAssay.
# AmpC detergent: AmpC beta-lactamase inhibition with detergent present | P00811 | AmpC hydrolysis of nitrocefin, absorbance 480 nm, 0.01% Triton | Potency, µM (top dose mostly 114 µM), inactives show at the top dose activity change, negative = inhibition, hits mostly inhibitors | 370,000 tested, 0.041% active | AID 485294;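 note: potency is the fitted concentration of half-maximal effect; 0% = no-compound wells and -100% = no-enzyme wells; nearly all actives have a fitted effect of over 25% in size; some results filed as inactive show a strong effect at the top dose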
# Target sequence (P00811 whole entry, looked up): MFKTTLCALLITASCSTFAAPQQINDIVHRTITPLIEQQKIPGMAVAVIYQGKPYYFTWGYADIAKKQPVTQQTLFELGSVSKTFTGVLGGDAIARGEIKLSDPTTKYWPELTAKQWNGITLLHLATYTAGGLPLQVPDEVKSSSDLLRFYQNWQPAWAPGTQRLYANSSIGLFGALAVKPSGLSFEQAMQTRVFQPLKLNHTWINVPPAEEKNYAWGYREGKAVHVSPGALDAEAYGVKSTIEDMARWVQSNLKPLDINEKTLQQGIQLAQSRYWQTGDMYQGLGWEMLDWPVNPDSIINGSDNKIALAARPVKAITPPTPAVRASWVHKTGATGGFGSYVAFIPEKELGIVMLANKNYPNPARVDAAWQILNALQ
#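 20 mM phosphate pH 7.0 + 0.01% (detergent screen) or 0.0001% Triton X-100; 5.3 nM AmpC reagent; cpd preinc 15 min RT; nitrocefin (800 uM stock) to start; A480 q20 s × 4 min; Activity was normalised to no-enzyme and no-compound control wells.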
# TbPYK inhibitor: blocks Trypanosoma brucei pyruvate kinase; Q57TT1; TbPYK enzyme, Kinase-Glo Plus ATP luminescence, 45 min; Potency, µM (series often up to 76.8 µM), inactives show at the highest dose activity, negative = inhibition, hits mostly inhibitors; 410,000 tested, 0.12% active; AID 624173; note: potency is the fitted concentration of half-maximal effect; nearly all actives have a fitted effect of over 50% in size
#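 Glycolytic pyruvate kinase of T. brucei was incubated with substrate, test compound and 130 uM ADP for 45 minutes at room temperature. Luminescent Kinase-Glo Plus signal was measured after 10 minutes.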
# HCV inhibitor: inhibitors of hepatitis C virus infection; AID 651820; Potency, µM (titrated, usually from 41.8 µM), for inactives: top-dose activity change, negative = inhibition, most hits filed as inhibitors; 340,000 tested, 3.4% active; Huh7.5.1 HCVcc-Cre infection, luciferase reporter, 44 h; note: potency is the fitted concentration of half-maximal effect
#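 Reporter virus HCVcc-Cre (~0.5 moi) infects cells exposed to compound; seeding density 1,000 cells/well with 4 h settling beforehand. Luminescence, 15 sec read, taken 44 h post-infection following a 15 min RT substrate incubation.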
# AMA1 RON2 block: AMA1-RON2 (P. falciparum) interaction inhibition. AlphaScreen AMA1-biotinylated RON2 peptide binding. Potency, µM (highest dose often 58.2 µM), inactives show at the top dose activity change, negative = inhibition, actives largely listed as inhibitors. 360,000 tested, 0.2% active;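 note: potency is the fitted concentration of half-maximal effect; 0% = vehicle wells and -100% = peptide control; nearly all actives have a fitted effect of over 45% in size; some results filed as inactive show a strong effect at the top dose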
#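 AMA1 (3D7) with his tag at 25 nM final met compounds first, then biotinylated RON2 peptide at 25 nM; detection used donor plus acceptor beads, 10 µg/mL apiece, read by AlphaScreen after 30 min at room temperature.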
# AmpC no deterg: inhibitors of E. coli AmpC beta-lactamase without detergent | AmpC nitrocefin hydrolysis, absorbance 480 nm, 0.0001% Triton | Potency, µM (highest dose often 57.1 µM), inactives show at the top dose activity change, negative = inhibition, hits mostly inhibitors | 330,000 tested, 0.52% active | P00811;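 note: potency is the fitted concentration of half-maximal effect; plate controls were no compound for no effect and no enzyme for full effect; nearly all actives have a fitted effect of over 20% in size; some results filed as inactive show a strong effect at the top dose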
#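 AmpC (5.3 nM in the dispensed reagent) in 20 mM phosphate pH 7.0 with 0.01% (detergent screen) or 0.0001% Triton X-100 was preincubated with compounds for 15 min at room temperature. Nitrocefin was then added from an 800 uM solution, and hydrolysis was followed at 480 nm.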
# HCMV inh: inhibitors of human cytomegalovirus; activity change, negative = inhibition, % at 57.5 µM; 410,000 tested, 4.5% active; HFF cells, HCMV-luciferase reporter, 72 h; active compounds read low; AID 1259415; in the data active = activity change below about -60%; inconclusive = no clear call, values can overlap the other calls; inactive = above about -39%
#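 Steps: HFFs plated, 16 h 37C; compounds added; HCMV-luciferase added to MOI 1 PFU/cell; 72 h 37C; OneGlo reagent, 5 min room temperature; luminescence read, normalized to controls.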
# LmPK inhibitor: blocks Leishmania mexicana pyruvate kinase activity; Q27686; purified LmPK, Kinase-Glo ATP luminescence, 1 h; Potency, µM (doses to about 57.5 µM), for inactives: at the highest dose activity change, negative = inhibition, hits mostly inhibitors; 290,000 tested, 0.37% active; AID 1721; note: potency is the fitted concentration of half-maximal effect
# Target sequence (Q27686 whole entry, looked up): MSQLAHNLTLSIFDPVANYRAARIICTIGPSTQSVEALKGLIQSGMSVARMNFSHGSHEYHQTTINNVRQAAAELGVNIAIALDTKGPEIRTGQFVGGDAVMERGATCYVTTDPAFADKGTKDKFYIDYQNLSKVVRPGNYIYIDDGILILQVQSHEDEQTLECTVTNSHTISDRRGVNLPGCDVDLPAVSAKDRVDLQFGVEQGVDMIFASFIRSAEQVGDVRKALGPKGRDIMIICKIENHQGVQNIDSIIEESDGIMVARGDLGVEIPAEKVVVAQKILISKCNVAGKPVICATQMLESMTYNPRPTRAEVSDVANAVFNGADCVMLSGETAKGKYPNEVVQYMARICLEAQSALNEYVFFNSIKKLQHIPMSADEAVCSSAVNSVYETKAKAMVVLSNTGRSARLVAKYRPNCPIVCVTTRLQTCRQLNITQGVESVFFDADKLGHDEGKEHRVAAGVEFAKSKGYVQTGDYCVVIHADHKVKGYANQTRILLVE
#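 Kinase-Glo luminescence read after 1 h RT reaction of 0.1 nM LmPK with 0.5 mM PEP and 0.1 mM ADP. Activity scaled between uninhibited and enzyme-free controls.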
# The depositor's hits bear a star; ? = inconclusive; / = not tested or not shown; & = joins results of further samples; [ ] = remark or other dose. Unless noted, calls come from the whole dose curve; as a rule, active = well fitted curve in the direction sought with a large enough effect; inconclusive = small, poorly fitted or top-dose-only effect, or another doubt; inactive = no such curve, though single readings can be large; an effect the other way counts as inactive or inconclusive. Unless noted, % is set by controls: 0 for no effect and ±100 for the full control effect.
SMILES,AmpC detergent,TbPYK inhibitor,HCV inhibitor,AMA1 RON2 block,AmpC no deterg,HCMV inh,LmPK inhibitor
O=C(CN(C(=O)CNC(=O)c1ccco1)c1ccccc1F)NC1CCCCC1,-12%,-8%,9%,-4%,-1%,-30,-5%
CCCn1cc(S(=O)(=O)c2ccc(OC)cc2)c(=O)c2cc(F)c(N3CCCCCC3)cc21,7%,-7%,/,/,/,-16,/
Cn1cc(/C=C/C(=O)N2CCCC(C(=O)c3cccc(C(F)(F)F)c3)C2)cn1 (stereo not drawn),3%,-15%,-8%,2%,39%,-5,2%
CCNS(=O)(=O)c1cc(OC)c(Cl)cc1OC,2%,-15%,-4%,-9%,-13%,-30,-2%
CN(Cc1cccs1)C(=O)CSc1nc2ccccc2[nH]1,-17%,3%,-9%,9%,-23%,45,2%
Cc1nn(C)c(Cl)c1CN1CCC(n2nccc2NC(=O)C2CCCC2)CC1,3%,4%,-9%,15%,49%,13,-3%
O=C(Nc1ccc2c(c1)OCO2)C1CCCN1C(=O)OCc1ccccc1 (stereo not drawn),?,-8%,2%,9%,-16%,-4,-1%
CC(=O)N(/N=C1/C(=O)Nc2ccccc21)c1ccccc1,-4%,-20%,-5%,-17%,-36%,77,-1%
C=CCn1c(=O)c2ccc(C(=O)NCc3ccccc3)cc2n(Cc2ccc(C)cc2)c1=O,?,-1%,2%[8.37 µM],7%,7%,-33,-1%
Cc1ccc(NC(=O)c2ccc(S(=O)(=O)NCC3CCCO3)cc2)cc1C (stereo not drawn),4%,-13%,?,6%,7%,1,2%
COC(=O)N/N=C/c1ccccc1OCCOc1ccc(OC)cc1,-11%,6%,-11%,-13%,11%,58,1%
CCn1c(N2CCN(CC(=O)c3c(C)n(C)c4ccc(OC)cc34)CC2)nc2c1c(=O)[nH]c(=O)n2C,-10%,1%,?,-12%,173%[activator],9,4%
COc1ccc(C(CN(C)C)C2(O)CCCCC2)cc1 (stereo not drawn),/,1%&8%,22%,8%,/,8,/
Cc1cc2c(Nc3ccccc3)ncnc2s1,-1%,3%,?,12%,-19%,?,-5%
Cn1c(=O)n(C)c2cc(S(=O)(=O)NCCO)ccc21,-1%,3%,12%,-4%,1%,32,-6%
Cc1c(C(=O)NNS(=O)(=O)c2ccccc2Cl)sc(=S)n1C,-6%,-6%,-20%,61%[activator],-16%,-12,0%
Cc1ccccc1-n1cnc2c(sc3nc(N4CCOCC4)c4c(c32)CCCC4)c1=O,5%,-8%,18µM*,?,50%[activator],-89*,-1%
CCn1ncc(Br)c1C(=O)Nc1ccc(C(C)C)cc1,-9%,2%,?,9%,34%,150,0%
CN1CCC(C)(C(=O)Nc2ccc3c(c2)OCCO3)C1 (stereo not drawn),/,2%,/,4%,/,-38,/
CCC1CCCCN1c1nc(-c2ccncc2)nc2ccccc12 (stereo not drawn),-1%,-2%,11µM*,4%,19%,?,5%
CCOC(=O)C(CC(=O)O)NCc1ccco1 (stereo not drawn),0%,3%,13%,7%,-15%,-33,3%
COc1ccc(NC(=O)CSCc2ccc(C#N)cc2)c(OC)c1,-2%,0%,-13%,7%,2%,-30,0%
CCCCn1nc(NC(=O)c2cccs2)c2cc3ccccc3nc21,3%,-2%,?,18%,-33%,7,2%
Cn1nc(C(=O)NC2CCCCC2)c2c1-c1ccccc1S(=O)(=O)C2,-3%,3%,6%,19%,-3%,-85*,-4%
CCCn1c(=S)[nH]c2cc(C(=O)N3CCCC(C(=O)OCC)C3)ccc2c1=O (stereo not drawn),-10%,-18%,?,93%[activator],0%,29,-4%

# Other results
SMILES,AmpC detergent,TbPYK inhibitor,HCV inhibitor,AMA1 RON2 block,AmpC no deterg,HCMV inh,LmPK inhibitor
COc1cccc2cc(C(=O)N3C(C)CCCC3C)c(=O)oc12 (stereo not drawn),-14%,-1%,3%,-11%,-7%,1,4%
Cc1cc2c(cc1C)N(C(=O)CSC1=NCCS1)C(C)(C)c1ssc(=S)c1-2,4%,2%,?,?,-3%,-72*,-1%
Cc1cc(C2=NNC(=Nc3ccccc3)SC2)c(C)n1C,3%,?,?,5%,-25%,31,-7%
CC(=O)N(c1ccc(Cl)cc1)c1cn(C(C)=O)c2ccccc12,-2%,-2%,4%,0%,105%[activator],72,4%
CCCOc1ccc(NC(=O)CC2C(=O)N(c3cccc(OC)c3)C(=O)N2CCc2ccncc2)cc1 (stereo not drawn),12%,3%,/,/,/,-2,/
C=C(C)c1cccc(C(C)(C)NC(=O)N2CCCCC2CC)c1 (stereo not drawn),0%,2%,-3%,-10%,-8%,-18,0%
O=C(NC(=S)N1CCN(c2ccccc2)CC1)c1ccc(S(=O)(=O)N2CCOCC2)cc1,-8%,-24%,-18%,80%[activator],14%,-19,-1%
CCCn1cnc2scc(-c3ccc(C)cc3)c2c1=O,7%,1%,-2%,6%,-4%,-25,4%
O=C(CCSc1ccccc1)N1CCN(c2ccccc2)CC1,-7%,4%,?,23%,0%,13,3%
O=C(NC(C(=O)N/N=C/c1ccccc1)c1n[nH]c(=O)c2ccccc12)c1ccccc1 (stereo not drawn),-6%,-18%,?,-3%,-13%,22,2%
COC(=O)c1sc(-c2ccc(Cl)cc2)cc1N,8%,4%,19%,10%,-26%,27,2%
O=C(O)c1cccc(NC(=S)NC(=O)c2cccc(OCc3ccccc3)c2)c1,11%,1%,-4%,110%[activator],-45%,28,-1%
O=C(NC1CCN(C(=O)NCc2ccccc2)CC1)c1ccco1,?,4%,18%,-1%,-11%,13,-2%
COc1ccccc1CNCC(=O)NCc1ccc(C)cc1,7%,0%,6%,-14%,11%,-11,1%
CC(=O)Nc1ccc(S(=O)(=O)NCC2CCC(C(=O)NCCc3ccccc3)CC2)cc1 (stereo not drawn),0%&7%,4%,7%,2%,-1%,-13&0,-1%
COc1cccc(-c2nnn(CC(=O)Nc3ccc(C)cc3C)n2)c1OC,-5%,12%,9%,-12%,-6%,1,-4%
CC(C)(C)c1ccc(S(=O)(=O)N2CC(=O)Nc3ccccc32)cc1,?,5%,13%,-9%,-18%,33,15%
COCCN1C(=O)N(c2cccc(OC)c2)C(=O)C1CC(=O)Nc1cccc(F)c1 (stereo not drawn),?,-2%,0%,-13%,9%,-4,-6%
CCc1nn(CC(=O)NCCN(CC(C)C)CC(C)C)c(=O)c2cc3sc(C)cc3n12,-6%,5%,/,/,/,-11,/
O=C(CSc1nc2ccccc2c(=O)n1-c1ccc(F)cc1)Nc1ccc2c(c1)CCC2,-1%,-1%,?,-2%,?,-68*,2%
Cc1cc(N)c2ccccc2n1,-4%,0%,12%,-4%,-2%,3,-5%
O=C(Nc1cccc(Cl)c1)C1C2C=CC3(O2)C1C(=O)N(CCN1CCCCC1)C3C(=O)NC1CCCCC1 (stereo not drawn),-11%,3%,-6%,-4%,-4%,-40,-2%
CC1Sc2ccc(C(=O)O)cc2NC1=O (stereo not drawn),-1%,3%,17%,4%,11%,80,1%
Cc1ccc(NC(=O)CC2Oc3ccc(C)cc3NC2=O)c(C)c1 (stereo not drawn),7%&30%,1%&-2%,-20%,7%,-3%,?,2%
CCCn1c(=S)[nH]c2sc3c(c2c1=O)CCCC3,2%,-23%,-3%,62%[activator],-16%,-21,0%

# Whole records, looked up by structure. Screens in order: AmpC detergent	TbPYK inhibitor	HCV inhibitor	AMA1 RON2 block	AmpC no deterg	HCMV inh	LmPK inhibitor
# Results for Cc1cc(N)c2ccccc2n1 = -4%	0%	12%	-4%	-2%	3	-5%
# Results for O=C(NC1CCN(C(=O)NCc2ccccc2)CC1)c1ccco1 = ?	4%	18%	-1%	-11%	13	-2%
# Results for CCCn1c(=S)[nH]c2sc3c(c2c1=O)CCCC3 = 2%	-23%	-3%	62%[activator]	-16%	-21	0%

# Part of the list above in order of SMILES length, smallest number first:
SMILES,AmpC detergent,TbPYK inhibitor,HCV inhibitor,AMA1 RON2 block,AmpC no deterg,HCMV inh,LmPK inhibitor
Cn1c(=O)n(C)c2cc(S(=O)(=O)NCCO)ccc21,-1%,3%,12%,-4%,1%,32,-6%
Cc1ccccc1-n1cnc2c(sc3nc(N4CCOCC4)c4c(c32)CCCC4)c1=O,5%,-8%,18µM*,?,50%[activator],-89*,-1%
O=C(CSc1nc2ccccc2c(=O)n1-c1ccc(F)cc1)Nc1ccc2c(c1)CCC2,-1%,-1%,?,-2%,?,-68*,2%

# (next part)
SMILES,AmpC detergent,TbPYK inhibitor,HCV inhibitor,AMA1 RON2 block,AmpC no deterg,HCMV inh,LmPK inhibitor
CCN(CC)C(=O)c1sc2c(c1C)c(=O)n(-c1ccc(OC)cc1OC)c(=O)n2CC(=O)c1ccc(Cl)cc1,6%,3%,/,/,/,21,/
CCCOC(=O)c1cccc(NC(=O)COc2ccc([N+](=O)[O-])cc2)c1,-4%,5%,?,-7%,-54%,-5,1%
CCS(=O)(=O)N1CCN=C1SC(C)c1ccccc1 (stereo not drawn),1%,1%,15%,-1%,-3%,-10,7%
Cc1ccc2nc(C3CCN(C(=O)c4ccco4)CC3)[nH]c2c1,-19%,-17%,/,9%,-5%,25,5%
Cc1ccc(C(=O)N/N=C2\CC3CC=CC23)c(C)c1 (stereo not drawn),-5%,2%,5%,12%,-29%,-25,2%
Cc1ccc(CN2CC(N3CCC(c4ccccc4)CC3)CS2(=O)=O)cc1 (stereo not drawn),/,-2%,/,-21%,/,15,/
Cc1nn(Cc2ccc(Cl)c(Cl)c2)c(C)c1NC(=O)c1cc(-c2ccc3c(c2)OCO3)on1,6%,-4%,?,5%,-15%,-73*,2%
Oc1ccc(C[C@H]2CN([C@@H](Cc3ccc(O)cc3)CN3CCC[C@@H]3CN3C(=S)NC[C@@H]3Cc3ccccc3)C(=S)N2CC2CCCCCC2)cc1,/,-10%,/,8%,/,-97*,/
O=C(O)CC(NC(=O)c1cccc(F)c1)c1ccc(OC2CCCC2)cc1 (stereo not drawn),1%,-5%,9%,1%,-18%,-16,0%
Cc1ccc(S(=O)(=O)CNC(=S)c2cccc(Cl)c2)cc1,-9%,-4%,8%,-1%,-20%,3,2%
O=C(CSCc1ccc(F)cc1)N1CCN(c2ccccc2F)CC1,-7%,3%,/,/,/,-4,/
Cc1cccc(N2CCN(Cc3c(C)n(C)n(-c4ccccc4)c3=O)CC2)c1C,?,3%,?,7%,-5%,7,-2%
COC(=O)c1c(C)[nH]c(C(=O)C(C)OC(=O)C2CC(=O)N(c3ccc(C)cc3)C2)c1C (stereo not drawn),0%,-10%,6%,-6%,89%[activator],-23,/
O=C(Oc1ccc(/C=N/Nc2ccccc2)cc1)c1ccccc1,-8%,-21%,1%,-5%,-35%,96,1%
Cc1ccc(/C=C/C(=O)OCC(=O)NC(C)C)o1,4%,-14%,?,-5%,-10%,-23,-5%
